Lipid storage S3 – qHTS Assay for Lipid Storage Modulators in Drosophila S3 Cells. Drosophila S3 cells, BODIPY lipid droplet fluorescence, 18-24 h; cells fed with added oleic acid. lipid storage change, negative = inhibition, % at the top dose, mostly 46.1 µM; hits show Potency in µM. hit rate 0.64% among 320,000; active = well fitted inhibition curve with a large enough effect in the signal ratio, with a control signal flat, not every such curve was filed as active; inconclusive = small, poorly fitted or top-dose-only effect, or effect the other way, or a change in a side signal; the % refers to the signal ratio
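Drosophila S3 cells loaded with oleic acid (400 uM, as added) and compounds at several concentrations; lipid droplets imaged by 488-nm laser-scanning cytometry, 500–530 nm intensity and object ratio to cell channel. Percent activity normalized to 20 uM Triacsin C.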
Lipid storage S3 cell count max – also measured in Lipid storage S3; calls as there; cell number change, %; measured here: cell count max response;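 cells counted by Cell Tracker Red CMTPX staining in the red channel; peak over a dose series mostly up to 46.1 µM; percent activity relative to internal control wells on each plate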
The depositor's hits bear a star; i = inactive; ? = inconclusive; / = not tested or not shown. % is set by controls: 0 for no effect and ±100 for the full control effect; potency is the fitted concentration of half-maximal effect. Only part of the results is shown; rates above refer to the full screens.

Molecule: Cn1ccc2cc3c(cc21)CCN3C(=O)Nc1cccnc1
  Lipid storage S3: ?	Lipid storage S3 cell count max: /

Molecule: O=C(Nc1cc(-c2ccccc2)nn1-c1ccccc1F)c1ccc([N+](=O)[O-])cc1
  Lipid storage S3: ?	Lipid storage S3 cell count max: /

Molecule: CN(C)CCCSc1ccccc1NC(=O)/C=C/c1ccccc1
  Lipid storage S3: 3%	Lipid storage S3 cell count max: 12

Molecule: CCc1ccccc1OC[C@@H](O)CN[C@H]1CCCc2ccccc21
  Lipid storage S3: ?	Lipid storage S3 cell count max: /

Molecule: Cc1c(C)n(Cc2ccccc2)c2ccc(C(=O)OCCN(C)C)cc12
  Lipid storage S3: 21%	Lipid storage S3 cell count max: -5

Molecule: CC(=O)OCC(=O)[C@@]1(O)CC[C@H]2[C@@H]3CCC4=CC(=O)C=C[C@]4(C)[C@@]3(F)[C@@H](O)C[C@@]21C
  Lipid storage S3: -17%	Lipid storage S3 cell count max: -20

Molecule: CC1O[C@@H](OCC2O[C@@H](Oc3cc(O)c4c(c3)OC(c3ccc(O)cc3)CC4=O)[C@H](O)[C@@H](O)[C@@H]2O)[C@H](O)[C@H](O)[C@H]1O (stereo not given in full)
  Lipid storage S3: 5%	Lipid storage S3 cell count max: 7

Molecule: O=C1c2c(O)ccc(O)c2C(=O)c2c(NCCNCCO)ccc(NCCNCCO)c21
  Lipid storage S3: i	Lipid storage S3 cell count max: /

Molecule: CCC(C(=O)Nc1ccccc1N1CCCC1)c1ccccc1 (stereo not given)
  Lipid storage S3: ?	Lipid storage S3 cell count max: /

Molecule: CC[C@]12CCCN3CCc4c(n(c5ccccc45)[C@](O)(C(=O)OC)C1)[C@@H]32
  Lipid storage S3: 3%	Lipid storage S3 cell count max: 11

3 entries already listed, arranged by heavy-atom count, falling.
Molecule: CC[C@]12CCCN3CCc4c(n(c5ccccc45)[C@](O)(C(=O)OC)C1)[C@@H]32
  Lipid storage S3: 3%	Lipid storage S3 cell count max: 11

Molecule: CN(C)CCCSc1ccccc1NC(=O)/C=C/c1ccccc1
  Lipid storage S3: 3%	Lipid storage S3 cell count max: 12

Molecule: Cn1ccc2cc3c(cc21)CCN3C(=O)Nc1cccnc1
  Lipid storage S3: ?	Lipid storage S3 cell count max: /

Some of these compounds in order of their number in Lipid storage S3 cell count max, low to high.
| SMILES | Lipid storage S3 cell count max |
| --- | --- |
| CC1O[C@@H](OCC2O[C@@H](Oc3cc(O)c4c(c3)OC(c3ccc(O)cc3)CC4=O)[C@H](O)[C@@H](O)[C@@H]2O)[C@H](O)[C@H](O)[C@H]1O (stereo not given in full) | 7 |
| CC[C@]12CCCN3CCc4c(n(c5ccccc45)[C@](O)(C(=O)OC)C1)[C@@H]32 | 11 |
| CN(C)CCCSc1ccccc1NC(=O)/C=C/c1ccccc1 | 12 |

Returning to the listing, repeating the 2 entries before the break.
Molecule: CCC(C(=O)Nc1ccccc1N1CCCC1)c1ccccc1 (stereo not given)
  Lipid storage S3: ?	Lipid storage S3 cell count max: /

Molecule: CC[C@]12CCCN3CCc4c(n(c5ccccc45)[C@](O)(C(=O)OC)C1)[C@@H]32
  Lipid storage S3: 3%	Lipid storage S3 cell count max: 11

Molecule: CC(C)(C)NCC(O)COc1cccc2c1C[C@H](O)[C@H](O)C2 (stereo not given in full)
  Lipid storage S3: -8%	Lipid storage S3 cell count max: 3

Molecule: O=C(O)Cc1cn(-c2ccccc2)nc1-c1ccc(Cl)cc1
  Lipid storage S3: ?	Lipid storage S3 cell count max: /

Molecule: CCCOc1ccc2nc(NC(=O)OC)[nH]c2c1
  Lipid storage S3: -5%	Lipid storage S3 cell count max: -23

Molecule: Cc1scc2c1N(C(=O)CN1CCN(C)CC1)c1ccccc1NC2=O
  Lipid storage S3: i	Lipid storage S3 cell count max: /

Molecule: CCN(CC)CC1CCCCN1CC(=O)N1c2ccccc2C(=O)Nc2cccnc21 (stereo not given)
  Lipid storage S3: 1%	Lipid storage S3 cell count max: 7

Molecule: COc1ccc(C(=O)c2ccccc2)c(O)c1
  Lipid storage S3: i	Lipid storage S3 cell count max: /

Molecule: Nc1c2ccccc2nc2ccccc12
  Lipid storage S3: ?	Lipid storage S3 cell count max: /

Molecule: Cc1nc2c3ccccc3nc(NNC(=O)CCC(=O)N3CCN(c4ccccc4F)CC3)n2n1
  Lipid storage S3: i	Lipid storage S3 cell count max: -12

Molecule: CN(C)c1ccc2nc3ccc(=[N+](C)C)cc-3sc2c1
  Lipid storage S3: -6%	Lipid storage S3 cell count max: -13

Molecule: CCN(CCCCOC(=O)c1ccc(OC)c(OC)c1)C(C)Cc1ccc(OC)cc1 (stereo not given)
  Lipid storage S3: ?	Lipid storage S3 cell count max: /

Bioassay records as filed in PubChem.
